High-throughput results deposited in PubChem by National Center for Advancing Translational Sciences (NCATS).
CHX counter = affects cycloheximide protein synthesis inhibition readout, counter-screen | max response, % | actives 12% (n = 300,000) | cell reporter, cycloheximide protein synthesis inhibition counterscreen | AID 2314; in the data active = max response mostly above about 13%, no sharp cut-off; inactive = mostly below about 14%; note: read at 38.3 µM for the half of the compounds with a filed dose; 0% is about no effect
Pf growth 48h = inhibits P. falciparum growth in the first generation, 48 h. Potency, µM (titrated, usually from 28.7 µM), inactives show at the top dose activity change, negative = inhibition, usual class: inhibitors. actives 5.9% (n = 310,000). P. falciparum luciferase growth in erythrocytes, 48 h. AID 504832; note: potency is the fitted concentration of half-maximal effect; % is set by controls: 0 for no effect and ±100 for the full control effect
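Here the parasites carry a stable luciferase gene and grow inside erythrocytes in Albumax-based RPMI medium with compound for one erythrocytic cycle. Activity is scored as loss of luminescent signal.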
TbPYK inhibitor = blocks Trypanosoma brucei pyruvate kinase; Q57TT1; TbPYK enzyme, Kinase-Glo Plus ATP luminescence, 45 min; Potency, µM (titrated, usually from 76.8 µM), without a hit: at the top dose activity, negative = inhibition, usual class: inhibitors; actives 0.12% (n = 410,000); AID 624173; note: potency is the fitted concentration of half-maximal effect; % is set by controls: 0 for no effect and ±100 for the full control effect; nearly all actives have a fitted effect of over 50% in size
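Enzyme and substrate buffer are dispensed first and compound is pin-transferred. ADP at 130 uM final then starts the reaction, which runs 45 min at room temperature. Detection reagent is added for 10 min before luminescence is imaged.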
Pf growth 96h = P. falciparum growth inhibition at 96 hours | AID 504834 | actives 6.9% (n = 320,000) | Potency, µM (series often up to 28.7 µM), for inactives: at the highest dose activity change, negative = inhibition, most hits filed as inhibitors | P. falciparum luciferase reporter growth, 96 h; note: potency is the fitted concentration of half-maximal effect; % is set by controls: 0 for no effect and ±100 for the full control effect
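P. falciparum expressing integrated firefly luciferase grown in erythrocytes (2% hematocrit, 0.05% parasitemia final) with compounds for 96 hours at 37 C, 5% CO2. Growth inhibition read as loss of luminescence after adding luciferase detection reagent.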
LmPK inh = LmPK (Leishmania mexicana) enzyme inhibition. AID 1721. actives 0.37% (n = 290,000). purified LmPK, Kinase-Glo ATP luminescence, 1 h. Potency, µM (top dose mostly 57.5 µM), for inactives: at the top dose activity change, negative = inhibition, actives largely listed as inhibitors. Q27686; note: potency is the fitted concentration of half-maximal effect; % is set by controls: 0 for no effect and ±100 for the full control effect
Target sequence (Q27686 whole entry, looked up): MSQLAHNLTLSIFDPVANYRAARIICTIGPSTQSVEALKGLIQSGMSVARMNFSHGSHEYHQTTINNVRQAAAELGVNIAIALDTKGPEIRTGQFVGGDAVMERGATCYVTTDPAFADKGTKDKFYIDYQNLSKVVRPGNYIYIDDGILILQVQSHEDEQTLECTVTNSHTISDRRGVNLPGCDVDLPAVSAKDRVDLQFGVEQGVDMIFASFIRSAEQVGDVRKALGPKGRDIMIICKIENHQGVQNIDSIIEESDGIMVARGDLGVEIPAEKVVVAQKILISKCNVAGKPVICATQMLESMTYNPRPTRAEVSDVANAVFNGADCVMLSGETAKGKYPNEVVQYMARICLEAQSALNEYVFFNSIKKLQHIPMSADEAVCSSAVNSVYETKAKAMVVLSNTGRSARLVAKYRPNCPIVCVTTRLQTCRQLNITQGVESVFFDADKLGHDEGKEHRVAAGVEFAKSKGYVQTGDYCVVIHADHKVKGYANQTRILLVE
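ATP generated from ADP (0.1 mM) and PEP (0.5 mM) by 0.1 nM LmPK over 1 h at room temperature (pH 7.2 imidazole buffer) was detected by coupled luciferase luminescence. Values were normalized to uninhibited and no-enzyme wells.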
Shiga toxin inh = Shiga toxin inhibition; Vero cells, Shiga toxin protein synthesis inhibition reporter; inhibition, % at 38.7 µM; actives 9.2% (n = 290,000); in the data active = inhibition mostly above about 28%, no sharp cut-off; inactive = mostly below about 43%; note: 0% is about no effect
AMA1-RON2 inh = AMA1-RON2 (P. falciparum) interaction inhibition; AlphaScreen AMA1-biotinylated RON2 peptide binding; Potency, µM (doses to about 58.2 µM), inactives show top-dose activity change, negative = inhibition, hits mostly inhibitors; actives 0.2% (n = 360,000);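 note: potency is the fitted concentration of half-maximal effect; 0% = vehicle wells and -100% = peptide control; nearly all actives have a fitted effect of over 45% in size; some results filed as inactive show a strong effect at the top dose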
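AMA1 (3D7) with his tag at 25 nM final met compounds first, then biotinylated RON2 peptide at 25 nM; detection used donor plus acceptor beads, 10 µg/mL apiece, read by AlphaScreen after 30 min at room temperature.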
* marks the source's active call; other numbers are inactive results; u = inconclusive; x = not tested or not shown; & = joins results of further samples; [ ] = another dose, or the depositor's remark. Unless noted, calls come from the whole dose curve; as a rule, active = well fitted curve in the direction sought with a large enough effect; inconclusive = small, poorly fitted or top-dose-only effect, or another doubt; inactive = no such curve, though single readings can be large; an effect the other way counts as inactive or inconclusive.

1. COc1ccc(-n2nc([N+](=O)[O-])c(=NCCc3cccc(C)c3)n2O)cc1
2. CCN(c1cccc(C)c1)C1C(=O)c2ccccc2N1C(C)=O (centres undefined)
3. COc1ccc(Cc2noc(CN(C)C3CC(C)(C)NC(C)(C)C3)n2)cc1OC
4. Cc1cccc(C)c1N(CC(=O)NCc1ccco1)C(=O)CNS(=O)(=O)c1ccc(F)cc1
5. N#C/C(=C\c1cccs1)C(=O)NCc1ccco1
6. O=C(Nc1ccc(S(=O)(=O)N2CCCCC2)cc1)C1CC(=O)N(c2ccccc2)C1 (centres undefined)
7. CCOc1cc(/C=N/NC(=O)c2ccccc2-n2cccc2)ccc1O
8. COc1c(C)cc(C(=O)C2CCCN(S(=O)(=O)c3c(C)noc3C)C2)cc1C (centres undefined)

Compound,1,2,3,4,5,6,7,8
CHX counter,10,7,-3,2,39*,-4,x,5
Pf growth 48h,-12%,u,-8%,-31%,26%,-23%,12%,9.3µM*
TbPYK inhibitor,2%,-6%,-3%,-2%,-1%,5%,0%,0%
Pf growth 96h,-13%,u,-15%,6%,u,u,2%,u
LmPK inh,3%,0%,-8%,-6%,4%,2%,x,8%
Shiga toxin inh,-1,-1,-16,17,56*,-9,x,7
AMA1-RON2 inh,u,3%,-4%,12%,6%,26%,-5%,-8%

Rewritten with each value named: two of the compounds above
[6] O=C(Nc1ccc(S(=O)(=O)N2CCCCC2)cc1)C1CC(=O)N(c2ccccc2)C1 (centres undefined)
  CHX counter: -4
  Pf growth 48h: -23%
  TbPYK inhibitor: 5%
  Pf growth 96h: u
  LmPK inh: 2%
  Shiga toxin inh: -9
  AMA1-RON2 inh: 26%

[7] CCOc1cc(/C=N/NC(=O)c2ccccc2-n2cccc2)ccc1O
  CHX counter: x
  Pf growth 48h: 12%
  TbPYK inhibitor: 0%
  Pf growth 96h: 2%
  LmPK inh: x
  Shiga toxin inh: x
  AMA1-RON2 inh: -5%

Next results:
9. CN(C)C=Nc1ccc(Cl)c(Cl)c1
10. CCCCNC(=S)NNC(=O)c1cc(C2CC2)nc2ccccc12
11. CCc1cccc(C)c1NC(=O)c1cccc(N(C)C)c1
12. CCN(CC)c1ccc(C2NCC(c3ccc([N+](=O)[O-])cc3)O2)cc1 (centres undefined)
13. O=C(c1ccc(Cl)cc1)c1c[nH]cc1-c1ccccc1
14. CCOC(=O)N1CCC(NC(=O)C(Cc2ccccc2)NC(=O)C2CCCCC2)CC1 (centres undefined)
15. CCN1C(=NCCCCO)N[C@@H](c2cccc(C(F)(F)F)c2)C(C(=O)OC)=C1C
16. CC(=O)c1c(C)[nH]c(C(=O)NCc2ccc(C)cc2)c1C

Compound,9,10,11,12,13,14,15,16
CHX counter,-1,-2,2,9,-4,14,-2&1,15
Pf growth 48h,24%,u,u,41%[activator],-24%,u,u,14%
TbPYK inhibitor,0%,1%,-20%,-9%,-5%,2%,-8%,2%
Pf growth 96h,0%,40%[activator],u,u,-22%,29%,u,x
LmPK inh,0%,5%,0%,1%,2%,-3%,-8%&-3%,3%
Shiga toxin inh,-8,-9,17,-5,-11,-14,-2&-3,-1
AMA1-RON2 inh,7%,49%[activator],0%,4%,-9%,4%,-2%,15%

17. O=C(COC(=O)CNS(=O)(=O)c1c(Cl)cccc1Cl)Nc1cccnc1Cl
18. CCc1n[nH]c2c1/C(=N/O)CCC2
19. O=C(COc1ccccc1Cl)Nc1ccc(N2CCCC2)cc1
20. Cc1ccc(S(=O)(=O)C(CCC(=O)c2ccc(Cl)cc2)C(N)=O)cc1 (centres undefined)
21. CC1CCCC(NC(=O)c2ccc(F)c(S(=O)(=O)N3CCOCC3)c2)C1C (centres undefined)
22. O=C(Nc1nnc(CCc2ccccc2)s1)c1cccc(F)c1
23. COc1cccc(CN(C)C(=O)C2CCN(S(=O)(=O)c3cccs3)CC2)c1OC
24. S=C(Nc1ccccc1)N1CCC(C2CCN(C(=S)Nc3ccccc3)CC2)CC1

Compound,17,18,19,20,21,22,23,24
CHX counter,-6,2,25*,8,x,16,x,1
Pf growth 48h,-3%,15%,3%,6%,u,36%[activator],u,u
TbPYK inhibitor,-7%,-1%,-4%,x,-7%,-4%,-5%,7%
Pf growth 96h,-13%,u,2%,30%[activator],u,20%,u,u
LmPK inh,-4%,-1%,-5%,3%,x,-6%,x,3%
Shiga toxin inh,-9,-17,53*,-16,x,-4,x,0
AMA1-RON2 inh,9%,6%,-13%,-11%,-4%,0%,-8%,16%

25. O=C(CN1C(=O)NC2(CCCC2)C1=O)Nc1ccccc1-c1ccccc1
26. COc1ccc(-c2noc(-c3ccccc3C(=O)N3CCOCC3)n2)cc1
27. C=CCC1(CC=C)CCCN1C(=O)Cn1nnnc1CN(C)C(C)C
28. CCCCNCC(=O)Nc1ccc(NC(=O)CNCCCC)cc1
29. CCCCn1cnc2c(cnn2-c2ccc(F)cc2)c1=O
30. Cc1nnc(SCC(=O)Nc2ncc(Cl)cc2Cl)n1Cc1ccccc1
31. CCOc1ccc(-n2c(SCc3ccc(C#N)cc3)nnc2-c2cccnc2)cc1
32. O=c1c2ccccc2nc(-c2ccccc2)n1CCCn1ccnc1

Compound,25,26,27,28,29,30,31,32
CHX counter,-2,-2,-3,-3,27*,4,-1,-3
Pf growth 48h,-26%,-5%,15%,u,58%[activator],x,u,-20%
TbPYK inhibitor,-2%,7%,-7%,-10%,-9%,7%,-11%,2%
Pf growth 96h,-3%,x,u,12µM*,-25%,27%,77%[activator],u
LmPK inh,7%,-1%,1%,3%,-2%,0%,0%,-4%
Shiga toxin inh,-4,-8,10,-18,120*,-18,-13,-7
AMA1-RON2 inh,4%,-2%,13%,85%[activator],-11%,5%,0%,-11%

33. Cc1ccc(NC(=O)C2CC2c2ccccc2)cc1 (centres undefined)
34. C=CCn1c(CSCc2ccc(F)cc2)n[nH]c1=S
35. COc1ccc(OC)c(NC(=O)CN(c2ccc(C(C)C)cc2)S(=O)(=O)c2c(C)noc2C)c1
36. CN1CCN(c2ccc(S(=O)(=O)N3CCCCC3)cc2NC(=O)CCc2ccccc2)CC1
37. COc1cccc(NC(=O)c2ccc3nsnc3c2)c1
38. CCC(C)COC(=O)C(C#N)c1nc2ccccc2nc1N1CCCCC1 (centres undefined)
39. O=C(CN(Cc1ccccc1Cl)C(=O)c1csnn1)NCc1ccccc1
40. Cc1ccc(C)c(N(CC(=O)Nc2ccc(-c3nc4ccc(C)cc4s3)cc2)S(C)(=O)=O)c1

Compound,33,34,35,36,37,38,39,40
CHX counter,28*,-1,-4,x,28*,-3,-4,28*
Pf growth 48h,5%,-15%,x,9.3µM*,141%[activator],u,16%,u
TbPYK inhibitor,6%,u,-8%,2%,-12%,0%,-7%,-11%
Pf growth 96h,u,u,10µM*,u,42%[activator],-99%,u,35%[activator]
LmPK inh,-5%,-10%,10%,x,-17%,2%,7%,5%
Shiga toxin inh,32*,-3,-5,x,78*,-22,-2,80*
AMA1-RON2 inh,3%,80%[activator],-6%,-1%,24%,10%,-1%,15%

41. Cn1nc(C(F)(F)F)c(C#N)c1N1CCN(c2ccccc2F)CC1
42. CC(C)(C)NC(=O)CN(C(=O)CS(=O)CC(=O)Nc1ccc(F)cc1)c1ccccc1 (centres undefined)
43. O=C(O)Cc1ccc(O)c(O)c1
44. CCCCOC1(c2ccccc2)NC(=S)NN=C1c1ccccc1 (centres undefined)
45. Cc1c(C)n(CC(O)CN(CCO)CCO)c2ccccc12 (centres undefined)
46. CC(Sc1nnc2ccccn12)C(=O)N1CCc2ccccc2C1 (centres undefined)
47. CCOC(=O)c1cc(-c2ccc(OC)cc2)n(CCC(=O)NC2CCN(Cc3ccccc3)CC2)c1C
48. Cc1cc(-n2c(C)cc(C(=O)COc3ccc(F)c(F)c3)c2C)no1

Compound,41,42,43,44,45,46,47,48
CHX counter,-4,-1,-6,-4,-2,20*,-10,x
Pf growth 48h,23%,2%,-9%,x,-1%,x,u,-29%
TbPYK inhibitor,-2%,10%,-22%,x,-4%,-1%,0%,3%
Pf growth 96h,13%,-14%,-14%,-34%,203%[activator],42%[activator],-18%,-27%
LmPK inh,12%,8%,18%,1%,3%,-1%,-1%,x
Shiga toxin inh,-9,-4,-3,-12,8,59,-18,x
AMA1-RON2 inh,6%,2%,u,x,4%,3%,-4%,3%

Continued, starting with the last 3 of the part before.
46. CC(Sc1nnc2ccccn12)C(=O)N1CCc2ccccc2C1 (centres undefined)
47. CCOC(=O)c1cc(-c2ccc(OC)cc2)n(CCC(=O)NC2CCN(Cc3ccccc3)CC2)c1C
48. Cc1cc(-n2c(C)cc(C(=O)COc3ccc(F)c(F)c3)c2C)no1
49. COc1cccc(N2CCN(C(=O)Cn3c(=O)oc4ccccc43)CC2)c1
50. CC(C)(C)C(=O)N1CCCC1C(=O)O (centres undefined)
51. O=C(Cc1ccc2c(c1)OCCO2)N1CCN(c2ccccc2)CC1
52. COc1ccc(C(=O)C2CCN(C(=S)NCC3CCCO3)CC2)cc1 (centres undefined)
53. COc1ccc2nc(NC(=O)c3ccc4ncsc4c3)sc2c1
54. COc1ccccc1NC(=O)CC(=O)c1ccccc1
55. CCN(CC)S(=O)(=O)c1ccc(Oc2ccccc2OC)cc1
56. OC(CNCCc1ccccc1)c1ccccc1 (centres undefined)

Compound,46,47,48,49,50,51,52,53,54,55,56
CHX counter,20*,-10,x,9,-4,10,15,56*,44,-3,-2
Pf growth 48h,x,u,-29%,28%,1%,20%,3%,x,7%,u,5.9µM*
TbPYK inhibitor,-1%,0%,3%,5%,4%,-5%,-1%,-12%,-5%,-1%,3%
Pf growth 96h,42%[activator],-18%,-27%,1%,x,15%,u,10%,50%[activator],u,5.9µM*
LmPK inh,-1%,-1%,x,0%,5%,2%,2%,1%,1%,-6%,3%
Shiga toxin inh,59,-18,x,22,6,28,15,70*,55*,17,-20
AMA1-RON2 inh,3%,-4%,3%,-13%,-9%,-9%,-10%,21%,-2%,25%,4%

57. Cc1cccc(NC(=S)Nc2ccccn2)c1
58. Cc1cccc2cc(C3CC(c4ccco4)=NN3S(C)(=O)=O)c(Cl)nc12 (centres undefined)
59. Cc1ccc(NC(=O)CSc2ncc3ccccn23)cc1
60. Cc1ccc(OS(=O)(=O)c2ccc(N3C(=O)CCC3=O)cc2)cc1

Compound,57,58,59,60
CHX counter,33*,9,28*,-4
Pf growth 48h,47%[activator],u,157%[activator],22%
TbPYK inhibitor,-7%,-2%,-3%,-1%
Pf growth 96h,33%[activator],u,161%[activator],46%[activator]
LmPK inh,-4%,0%,-2%,2%
Shiga toxin inh,62*,21,70*,-3
AMA1-RON2 inh,50%[activator],-12%,-6%,11%
